High-throughput results as filed in PubChem.
TNAP inhibition – human TNAP enzyme inhibitors, biochemical, luminescent (AID 518); purified TNAP enzyme, luminescent substrate readout; higher % means a stronger effect; one-dose inhibition, % at 20 µM; IC50 in µM for titrated hits; 0.09% of 64,000 active; in the data active = a potency from the dose series; inactive = the rest, 99 in 100 with inhibition below about 22%;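 note: plate controls were vehicle for no effect and reference inhibitor for full effect; many of its hits are not listed in these tables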
LYP phosphatase – inhibition of human PTPN22 tyrosine phosphatase – biochemical, DiFMUP fluorescence, recombinant catalytic domain, 10 µM, primary screen (AID 606) | inhibition, % at 10 µM, or IC50 in µM where a hit was titrated | 52,000 tested, under 10 active | recombinant LYP catalytic domain, DiFMUP fluorescence; higher % means a stronger effect;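 active = IC50 under 40 µM in the dose-response test; inactive = IC50 of 40 µM or more, or never dose-tested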
Bfl-1 inhibitors – displacement of Bid BH3 peptide from Bfl-1 – biochemical, fluorescence polarization, FITC-Bid, mouse, primary screen (AID 432). FITC-Bid BH3 peptide fluorescence polarization displacement; higher % means a stronger effect. one-dose displacement, % at 20 µM; IC50 in µM for titrated hits. 0.02% of 64,000 active; in the data active = a potency from the dose series; inactive = the rest, 99 in 100 with displacement below about 15%; note: strong numbers were not always called active
DPM-DC inhibit – S. pneumoniae DPM-DC inhibition | calls only at 10 µM | purified DPM-DC, PK/LDH coupled NADH fluorescence | AID 556 | 0.49% of 65,000 active;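 active = the 320 compounds with the highest percent inhibition in the single-dose primary screen, excluding strongly autofluorescent ones, cut at about 32% in these data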;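 note: kinetic rate of NADH fluorescence loss reporting ADP formed by the decarboxylase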
HT1080 viability – HT1080 cell viability loss – fluorescence readout (AID 620) | HT1080 viability, fluorescence; higher % means a stronger effect | one-dose cytotoxicity, % at 10 µM; EC50 in µM for titrated hits | 0.42% of 87,000 active;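 note: cells exposed to compound overnight then 4 h with Alamar Blue; 0% = vehicle DMSO and 100% = killing control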
Spn MK inh – S. pneumoniae mevalonate kinase inhibition. purified MK, PK/LDH-coupled NADH absorbance 340 nm. inhibition, % at 10 µM. 0.48% of 65,000 active;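 active = ranked among the strongest by inhibition in the single 10 µM screen, a fixed top-ranked set picked for dose follow-up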; note: no value below 0 was filed
KRASV12 cytotoxicity – viability loss of HPDE-C7K cells – cell-based, fluorescence, HTS, primary screen (AID 431) | HPDE-C7K KRASV12 cells, Alamar Blue viability, 48 h; higher % means a stronger effect | cytotoxicity, % at 10 µM, or EC50 in µM where a hit was titrated | 1.7% of 63,000 active;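 active = compounds whose percent cytotoxicity in the single-dose primary screen, scaled between solvent and toxic-drug controls, exceeds 50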;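 note: 0% = DMSO solvent wells and 100% = doxorubicin-treated wells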
HPDE-C7 cytotoxicity – cytotoxicity in HPDE-C7 cells, cell-based, fluorescence, HTS (AID 430); HPDE-C7 pancreatic duct cells viability, fluorescence; higher % means a stronger effect; cytotoxicity, % at 10 µM; hits with a dose series show EC50 in µM; 1.8% of 63,000 active;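 note: cells exposed to compound for 48 hours before viability readout; 0% = vehicle and 100% = reference cytotoxic drug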
Spn PMK inh – blocks S. pneumoniae phosphomevalonate kinase; purified PMK, PK/LDH-coupled NADH absorbance 340 nm; inhibition, % at 10 µM; 0.49% of 65,000 active; AID 539;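 active = top-ranked compounds by inhibition in the single 10 µM screen, taking a fixed number of the strongest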;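 note: 0% = full reaction with DMSO carrier and 100% = background rate without enzyme reaction; no value below 0 was filed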
Spn PMK inh pilot replicates – recorded beside Spn PMK inh, whose call it bears; inhibition, %; measured here: pilot screen replicates
Spn MK inh pilot replicates – second read-out of Spn MK inh, no call of its own (marks repeat the call); inhibition, %; measured here: pilot screen replicates
DPM-DC inhibit pilot screen % – further read-out of DPM-DC inhibit, marked with its call; inhibition, %; measured here: pilot screen trials
Starred values were filed as active, the others as inactive; i = inactive; . = no result given; + = active, no number; [ ] = dose if it differs, or a comment. Cut-off read from the data, not from the text of the source, unless noted: active = cytotoxicity above about 50%; inactive = the rest.

SMILES	TNAP inhibition	LYP phosphatase	Bfl-1 inhibitors	DPM-DC inhibit	HT1080 viability	Spn MK inh	KRASV12 cytotoxicity	HPDE-C7 cytotoxicity	Spn PMK inh	others
COc1cc(C)nc(Oc2ccc(=O)n(C)n2)n1	15%	-2%	-13%	i	13%	0	-18%	0%	0
Cc1c(OCc2nn[nH]n2)ccc2c(-c3ccccc3)cc(=O)oc12	11%	.	4%	i	-2%	0	.	.	9
Cc1sc(NC(=O)CSc2nnc3scc(-c4ccccc4)n23)c(C#N)c1C	9%	13%	8%	i	-5%	8	9µM*	8.9µM*	16
Cc1cc(-n2c(C)cc(C(=O)CN3C(=O)NC4(CCCCCC4)C3=O)c2C)no1	10%	-5%	-3%	i	-1%	0	-4%	2%	11
COc1ccc(OCC(=O)Nc2ccc(S(=O)(=O)N3CCOCC3)cc2)cc1	8%	8%	1%	i	10%	10	-4%	2%	11
Cc1cccc(Cn2cnc3c(nnn3Cc3ccc(Cl)cc3)c2=O)c1	10%	16%	1%	i	14%	10	-2%	-4%	7
Cc1noc(C)c1COC(=O)CCc1ccc(S(=O)(=O)N2CCCCC2)cc1	1%	.	-4%	i	8%	8	8%	2%	16
Cc1cc(N2CCC(C(=O)NCC3CC3)CC2)nc(-c2ccccc2)n1	2%	-10%	2%	i	1%	0	-3%	1%	0
CC(C)[C@H](NC(=O)C1(c2ccccc2)CCN(C(=O)OC(C)(C)C)CC1)C(=O)O	1%	.	13%	i	6%	0	-8%	-10%	7
c1ccc2sc(Cc3nnc4n3CCCCC4)nc2c1	5%	4%	-2%	i	-2%	6	-8%	-1%	3
CCOC(=O)N1CCN(C(=O)c2ccc(N(C)S(C)(=O)=O)cc2)CC1	5%	6%	-5%	i	-4%	1	0%	6%	1
C=COC(=O)CSc1nc(-c2cccs2)ccc1C#N	13%	12%	2%	i	-4%	8	41%	27%	0
CN(Cc1cccs1)CC(O)COCc1ccco1 (stereo not given)	1%	-6%	-8%	i	1%	0	-8%	9%	7	Spn PMK inh pilot replicates=0.0;Spn MK inh pilot replicates=0.0;DPM-DC inhibit pilot screen %=1.0
COCCCn1c(=S)[nH]c2ncccc2c1=O	4%	.	-6%	i	-4%	4	-14%	-5%	11
O=C(C1CCC(N2C(=O)C3CC=CCC3C2=O)CC1)N1CCCCC1 (stereo not given)	13%	18%	-3%	i	-1%	5	8%	5%	4	Spn PMK inh pilot replicates=3.5;Spn MK inh pilot replicates=6.0;DPM-DC inhibit pilot screen %=0.0
CC(OC(=O)C1CCCO1)C(=O)NC1CCCC1 (stereo not given)	0%	.	0%	i	-7%	3	-7%	5%	9
CN(C)c1ccc(C2N(C(=O)N3CCOCC3)CCN2S(=O)(=O)c2ccccc2)cc1 (stereo not given)	4%	13%	-2%	i	8%	0	-5%	-8%	9
Cc1ccc2c(C)c(C(=O)Nc3c(C)n(C)n(-c4ccccc4)c3=O)oc2c1	0%	13%	-5%	i	-1%	4	-2%	1%	1
CN(C)c1ccc(/C=C/c2ccncc2)cc1	9%	3%	-50%	i	-8%	9	-8%	-10%	16	Spn PMK inh pilot replicates=4.0;Spn MK inh pilot replicates=0.0;DPM-DC inhibit pilot screen %=0.0
COc1ccc(S(=O)(=O)N2CCC(C(=O)NCc3cccc(OC)c3)CC2)cc1	5%	2%	-3%	i	1%	13	-3%	-5%	13
Cc1csc(NC(=O)CSc2nnc(-c3ccoc3C)n2CCc2ccccc2)n1	8%	18%	2%	i	-27%	9	23%	12%	13
CCCCN(C)C(=O)Cn1cnc2sc(C)cc2c1=O	4%	7%	3%	i	-3%	2	9%	-9%	10
CCOc1ccc(-n2c(SCC(=O)Nc3ccc4c(c3)OCCO4)nc3c(c2=O)SCC3)cc1	6%	.	2%	i	.	1	-1%	9%	28
O=C(NCC(=O)N(CCc1ccccc1)C(C(=O)NC1CCCC1)c1cccnc1)c1ccco1 (stereo not given)	17%	7%	0%	i	4%	3	6%	-3%	14	Spn PMK inh pilot replicates=2.0;Spn MK inh pilot replicates=3.5;DPM-DC inhibit pilot screen %=0.0
Cc1nc2c3c(-c4ccccc4)c(-c4ccccc4)oc3ncn2n1	5%	1%	-5%	i	-13%	0	1%	-9%	15
CC1Cc2ccccc2N1C(=O)CCn1c(=O)sc2ccccc21 (stereo not given)	7%	11%	2%	i	.	2	8%	8%	8
O=C(NCCCN1CCN(c2ccccc2F)CC1)C1CCCN(S(=O)(=O)c2cnc[nH]2)C1 (stereo not given)	9%	0%	-4%	i	1%	11	-2%	-14%	1
Cc1coc2cc3oc(=O)c4c(c3cc12)CCC4	16%	17%	-4%	+[may fluoresce]	9%	10	-2%	-6%	9	Spn PMK inh pilot replicates=0.0;Spn MK inh pilot replicates=0.0;DPM-DC inhibit pilot screen %=61*
Cn1nccc1C(=O)OCC(=O)Nc1nc(-c2ccccc2)cs1	1%	7%	0%	i	-1%	0	-25%	-13%	8
Cc1cc(NC(=O)CSc2nnc3c(C)cc4cc5c(cc4n23)OCO5)no1	15%	-2%	6%	i	-1%	9	6%	5%	11
O=C1C2CC=CCC2C(=O)N1c1n[nH]c(Cc2ccccc2)n1 (stereo not given)	0.33µM*	8%	-5%	i	5%	1	-3%	-3%	0
CC(C)(C)c1csc(NC(=O)c2cccs2)n1	11%	7%	0%	i	-7%	5	-6%	-14%	0
C=C(C)CSc1nc(C)c(Cc2ccccc2)c(=O)[nH]1	14%	.	-3%	i	0%	6	-5%	-8%	10
CCOC(=O)Cc1nnc(NC(=O)CSc2nncn2C)s1	5%	-2%	-5%	i	-2%	10	3%	3%	19
CCS(=O)(=O)NCCCc1ccccc1	6%	13%	-5%	i	1%	10	0%	1%	7
Cc1ccc(-c2nnc3sc(C4COc5ccccc5O4)nn23)cc1 (stereo not given)	4%	-4%	8%	i	-4%	7	6%	-3%	8
CCCCn1cnc2cc(NCc3ccncc3)ccc21	10%	11%	0%	i	-1%	5	-3%	4%	0
Cc1cc(C)c2nc(C(F)(F)F)nc(NCCCN3CCCC3=O)c2c1	6%	8%	-10%	i	4%	6	-14%	0%	10	Spn PMK inh pilot replicates=0.0;Spn MK inh pilot replicates=0.0;DPM-DC inhibit pilot screen %=0.0
COCc1cc(C)nc2sc(C(=O)Nc3nccs3)c(N)c12	-1%	14%	1%	.	7%	2	8%	4%	0
O=C(CCc1ccccc1)Nc1nc2nc(-c3ccccc3)cc(=O)n2[nH]1	21%	9%	-3%	i	-5%	9	4%	-3%	11
O=C1c2ccccc2C(=O)N1CC1c2ccccc2CCN1C(=O)N1CCOCC1 (stereo not given)	10%	-5%	-5%	i	7%	0	10%	-11%	7
O=C(NCCN1C(=O)C2C3C=CC(C3)C2C1=O)Nc1ccccc1 (stereo not given)	-1%	19%	-1%	i	-5%	5	5%	-12%	10
COCCCn1c(-c2ccccc2)nc2ccccc2c1=O	5%	-15%	0%	i	-8%	2	4%	-1%	0
CCOC(=O)CNC(=O)CSc1nc(N)cc(N)n1	12%	-6%	-2%	i	4%	13	4%	-9%	13	Spn PMK inh pilot replicates=0.0;Spn MK inh pilot replicates=0.0;DPM-DC inhibit pilot screen %=1.5
Cc1[nH]c2ccccc2c1C(=O)CN1CCCC1	3%	-13%	-3%	i	1%	2	8%	0%	14
O=C1c2ccccc2C(=O)C1c1nccc2ccccc12	15%	.	-8%	i	.	0	-24%	-12%	9
Fc1cccc(NCc2ccoc2)c1	13%	8%	-10%	i	4%	2	-9%	-17%	0
CCCC(=O)Nc1ccc(NC(=O)Cc2ccccc2)cn1	8%	0%	8%	i	2%	11	2%	-10%	4
CCCS(=O)(=O)N1CCC(C(=O)N2CCCC2)CC1	6%	20%	-4%	i	-3%	0	-6%	-4%	11	Spn PMK inh pilot replicates=0.0;Spn MK inh pilot replicates=0.0;DPM-DC inhibit pilot screen %=0.0
CN1CCc2c(c3ccccc3n2Cc2ccccc2)C1	-1%	-2%	-5%	i	6%	4	-15%	-7%	0
COc1ccc(-c2nc(C#N)c(NCCN(C)C)o2)cc1	7%	-2%	1%	.	0%	6	1%	4%	9
COc1ccc(CNC(=O)CN(c2cccc(OC)c2)S(C)(=O)=O)cc1	11%	3%	-4%	i	5%	0	3%	2%	6
COc1ccccc1NC(=O)c1cccc(S(=O)(=O)N2CCOCC2)c1	2%	10%	0%	i	5%	9	17%	20%	6
O=C(CN1CCCCC1)Nc1ccc(F)c(Cl)c1	0%	15%	16%	i	3%	8	-5%	-11%	0
Cc1nnc(NC(=O)C(C)Oc2ccc3c(C)cc(=O)oc3c2)s1 (stereo not given)	4%	-7%	-2%	i	3%	1	-18%	-11%	10
Cc1coc(C)c1C(=O)CC1(O)C(=O)N(Cc2ccccc2)c2ccccc21 (stereo not given)	5%	5%	4%	i	-7%	20	-30%	-18%	0
O=C(O)c1ccc(NS(=O)(=O)/C=C/c2ccccc2)cc1	9%	.	4%	i	-16%	3	0%	-5%	10
O=C1CCCC(O)=C1C=Nc1ccc(O)cc1	2%	2%	2%	i	-8%	2	-3%	0%	0
O=C1c2ccccc2NC2CCCCCN12 (stereo not given)	19%	8%	7%	.	-13%	9	11%	5%	13	Spn PMK inh pilot replicates=2.0;Spn MK inh pilot replicates=0.0
O=C(O)C1C2C=CC(O2)C1C(=O)Nc1ccc(S(=O)(=O)Nc2ccccc2)cc1 (stereo not given)	14%	-5%	3%	i	-8%	12	10%	-8%	4
CC(C)(C)C1CCc2onc(C(=O)Nc3cccnc3)c2C1 (stereo not given)	15%	.	-5%	i	5%	9	-1%	-6%	15
COC(=O)CCC(=O)Nc1sc2c(c1C#N)CCCC2	9%	-4%	-4%	i	-3%	2	-7%	-8%	7
N#Cc1nc(-c2ccco2)oc1N1CCN(c2ccccc2)CC1	5%	.	1%	i	20%	16	8%	-5%	16

As a working copy, some entries already given:
SMILES	TNAP inhibition	LYP phosphatase	Bfl-1 inhibitors	DPM-DC inhibit	HT1080 viability	Spn MK inh	KRASV12 cytotoxicity	HPDE-C7 cytotoxicity	Spn PMK inh	others
COc1cc(C)nc(Oc2ccc(=O)n(C)n2)n1	15%	-2%	-13%	i	13%	0	-18%	0%	0
Cc1c(OCc2nn[nH]n2)ccc2c(-c3ccccc3)cc(=O)oc12	11%	.	4%	i	-2%	0	.	.	9
Cc1sc(NC(=O)CSc2nnc3scc(-c4ccccc4)n23)c(C#N)c1C	9%	13%	8%	i	-5%	8	9µM*	8.9µM*	16
Cc1cc(-n2c(C)cc(C(=O)CN3C(=O)NC4(CCCCCC4)C3=O)c2C)no1	10%	-5%	-3%	i	-1%	0	-4%	2%	11
COc1ccc(OCC(=O)Nc2ccc(S(=O)(=O)N3CCOCC3)cc2)cc1	8%	8%	1%	i	10%	10	-4%	2%	11
Cc1cccc(Cn2cnc3c(nnn3Cc3ccc(Cl)cc3)c2=O)c1	10%	16%	1%	i	14%	10	-2%	-4%	7
